MT stabilize HCS = stabilizes microtubules in HeLa cells; HeLa tubulin immunostaining HCS, 24 h; share of cells brighter than vehicle mean+2SD; % tubulin-high responders, % at 10 µM; hit rate 0.83% among 200,000;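 active = plate Z-score above 3 for both tubulin-high and condensed-nucleus cell shares, with cell loss under 80%, at 10 µM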;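 note: anti alpha tubulin signal scored within the nucleus-defined area of each cell; some results filed as inactive read as strong as hits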
Autophagy HCS = autophagy modulation, high-content screen | MEF GFP-LC3 puncta imaging; test concentration mostly 10 µM | calls only at 10 µM (by protocol) | hit rate 0.98% among 190,000 | AID 463193;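 active = percentage of spot-positive cells more than 3 SD above its plate mean, without a fluorescence outlier flag or 80% toxicity; inconclusive = no clear call, values can overlap the other calls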;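 note: spot-positive cell cutoff set from DMSO-treated cells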
Ins promoter up = MIN6 insulin promoter up-regulation | MIN6 insulin promoter-GFP reporter, high-content imaging; hits give high values | z-score at 5 µM | hit rate 0.3% among 190,000 | AID 1625;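 active = z-score above 3 at 5 µM with at least 500 cells counted in the well; inconclusive = wells under 500 cells, flagged as cytotoxic or low count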
PMI inhibition = MPI inhibition at elevated mannose 6-phosphate – biochemical, fluorescence intensity, high mannose 6-phosphate, primary screen (AID 1220). recombinant PMI enzyme, coupled fluorescence intensity; higher % means a stronger effect. one-dose inhibition, % at 20 µM; IC50 in µM for titrated hits. hit rate 0.66% among 190,000
human PMI inhibition = inhibitors of human PMI, primary screen, biochemical, fluorescence intensity, coupled assay (AID 1209). purified PMI enzyme, coupled fluorescence intensity; higher % means a stronger effect. inhibition, % at 20 µM; hits with a dose series show IC50 in µM. hit rate 0.42% among 190,000;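 note: plate controls were DMSO vehicle for no effect and wells lacking substrate for full effect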
Yfh1-depleted yeast = mitochondrial function rescue without frataxin homolog – Friedreich's ataxia, plus single-dose screen, dose response (AID 1465). S. cerevisiae Yfh1-off respiration, WST-1 reduction, 72 h; higher fold induction means a stronger effect. hit rate 0.074% among 220,000. fold induction at 50 µM; hits with a dose series show EC50 in µM;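 active = fold induction of absorbance versus untreated yeast above a set limit, then at least 30% activation at any dose in follow-up; inconclusive = repeats straddling the limit, or above it without dose testing; inactive = fold induction below the set limit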;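 note: activators that raise dye reduction in frataxin-depleted yeast; strong numbers were not always called active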
WT yeast gro inh = growth inhibition of WT yeast, mitochondrial fusion screen | mitochondrial fusion phenotypic screen, WT strain | inhibition, % at 10 µM | hit rate 2.1% among 190,000 | AID 1362; in the data active = inhibition above about 58%; tested in S. cerevisiae
b-catenin transl = modulators of beta-catenin nuclear translocation; AID 1665; nuclear translocation activity, % at 5 µM; hit rate 0.3% among 190,000; HeLa beta-catenin nuclear translocation, immunofluorescence imaging;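 active = nuclear translocation activity above 50% at 5 µM, with a well cell count of 50 or more; inconclusive = wells under 50 cells across six images, flagged as toxic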;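 note: per-cell ratio of nuclear to cytoplasmic median beta-catenin stain intensity; plate controls were DMSO negative control for no effect and GSK-3 inhibitor IX positive control for full effect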
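Read-out: Nuclear/cytoplasmic beta-catenin signal ratio, % activation | Assay system: Human HeLa cell line | Times: 24 h compound exposure at 37°C, 5% CO2 | Signal: Fluorescence imaging of beta-catenin antibody stain plus DAPI | Dosing: 5 µM primary, 0.02–20 µM confirmation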
Dynein cargo inh = blocks dynein driven cargo transport along microtubules; 3617.4 mouse cells, GR-EGFP nuclear translocation imaging; test concentration mostly 20 µM; stimulated with dexamethasone, 1 µM; hits give low values; z-score, hits read low; hit rate 0.47% among 220,000; AID 1381;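 active = plate z-score of nuclear minus cytoplasmic receptor signal below a set negative limit, without overly bright fluorescence or cell loss, cut at about -3.5 in these data, passing the limit was not always enough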;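 note: z-score of nuclear minus cytoplasmic ring GR-EGFP intensity difference per well; some compounds called inactive have numbers as strong as hits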
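Buffer or medium – tet-free medium with charcoal-stripped serum · Signal – automated 10x imaging of fixed Hoechst-stained cells · Also added – dexamethasone agonist, 1.0 µM final, for 30 min · Incubation – induction 48 h, compound 1 h, agonist 30 min · Read-out – GR-EGFP nuclear translocation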
WT yeast gro inh mutant strain = further read-out of WT yeast gro inh, marked with its call; inhibition, %; mitochondrial fusion phenotypic screen, mutant strain inhibition
Dynein cargo inh cytoplasmic EGFP = also measured in Dynein cargo inh; calls as there; z-score; measured here: cytoplasmic GR-EGFP intensity; hits give high values
Dynein cargo inh nuclear GR-EGFP = also measured in Dynein cargo inh; calls as there; z-score; measured here: nuclear GR-EGFP intensity;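 lower value marks the stronger effect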
Dynein cargo inh cell count = second read-out of Dynein cargo inh, no call of its own (marks repeat the call); z-score; measured here: cell count per field
Ins promoter up cell count = recorded beside Ins promoter up, whose call it bears; cell count; measured here: cytotoxicity, nuclei count;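 total cells summed across four imaged fields per well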
b-catenin transl cell count 5 µM = further read-out of b-catenin transl, marked with its call; cell count; measured here: cell count, cytotoxicity flag
MT stabilize HCS Hoechst-high % = also measured in MT stabilize HCS; calls as there; % Hoechst-high responders; measured here: nuclear condensation Hoechst responders;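 share of cells brighter than vehicle mean plus two SD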
MT stabilize HCS cytotoxicity % = second read-out of MT stabilize HCS, no call of its own (marks repeat the call); toxicity, %; measured here: cytotoxicity by cell density;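 0% = mean cell density of plate MIN control wells and 100% = no cells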
Autophagy HCS cell loss 18 h = recorded beside Autophagy HCS, whose call it bears; toxicity, %; measured here: cell loss, nuclei count;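 cell loss after 18 h compound exposure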
* hit, by the source's call; i = inactive; ? = inconclusive; . = not tested or not shown. Cut-off read from the data, not from the text of the source, unless noted: active = inhibition above about 50%; inactive = the rest.

SMILES	MT stabilize HCS	MT stabilize HCS Hoechst-high %	MT stabilize HCS cytotoxicity %	Autophagy HCS	Autophagy HCS cell loss 18 h	Ins promoter up	Ins promoter up cell count	PMI inhibition	human PMI inhibition	Yfh1-depleted yeast	WT yeast gro inh	WT yeast gro inh mutant strain	b-catenin transl	b-catenin transl cell count 5 µM	Dynein cargo inh	Dynein cargo inh cytoplasmic EGFP	Dynein cargo inh nuclear GR-EGFP	Dynein cargo inh cell count
CCOC(=O)C1=C(C)N(C)C(=O)NC1c1cc2c(cc1Br)OCO2 (stereo unspecified)	3.1	3.3	5.5	i	13	.	.	8%	6%	i	-1	-8	1.8	1234	-0.25	-0.35	0.016	1.1
O=S(=O)(Nc1ncnc2scc(-c3ccc(F)cc3)c12)c1cc(F)ccc1F	.	.	.	.	.	1.9	790	.	.	i	.	.	0.1	1379	0.43	-0.75	0.04	-0.76
CCOC(=O)c1ccc2c(c1)n(CC)c(/C=C/N(C)c1ccccc1)[n+]2CC	3.8	2.2	2.9	i	-6	?	.	-4%	17%	i	58	-4	-0.9	1066	-0.33	-0.31	-0.27	0.4
CCOC(=O)c1c(C)[nH]c(C(=O)COC(=O)/C=C/c2cccc(OC)c2OC)c1C	5.2	3.6	7.3	i	-20	0.08	1513	3%	16%	i	8	-9	-1.9	1049	0.52	-0.23	0.58	-0.41
CCC(=O)Nc1cccc(-c2cc3ccccc3oc2=O)c1	1.7	1.1	5.6	i	16	0.59	1293	-3%	2%	?	-1	-14	0.1	1340	-0.45	-0.14	-0.12	-0.084
COc1ccc2oc(-c3ccccc3)c(C(N)=O)c2c1	2.6	2.3	1.5	i	-65	0.23	1118	14%	9%	i	1	-3	-4.6	1033	-0.018	-0.13	0.31	-0.048
COc1cc(C(=O)NCc2nnc(SCC(=O)Nc3cc(C)cc(C)c3)o2)cc(OC)c1OC	2.5	1.4	3.5	i	2	0.39	1231	2%	-2%	i	-4	26	5.6	1093	0.047	-0.16	0.015	0.71
O=C1OCC=C1NNC(=O)c1cccnc1	3.0	2.2	0.7	i	1	0.03	1144	1%	0%	i	-17	-10	-1.0	1091	0.91	-0.31	0.98	-0.87
Cc1ccc(S(=O)(=O)n2ccc3cccnc32)cc1	0.8	1.7	7.7	i	26	-0.17	1211	-3%	2%	i	-5	-3	-2.3	1195	-0.012	-0.16	-0.29	0.34
O=C1CNC(=O)N1CC(=O)N1CCCc2ccccc21	2.5	1.1	1.8	i	-5	.	.	-1%	-3%	i	14	6	.	.	-0.34	-0.21	-0.36	0.76
CC(C)(C)NC(=O)C(c1c[nH]c2ccccc12)N(C(=O)Cn1nnc(-c2ccc(Cl)cc2)n1)c1ccccc1F (stereo unspecified)	3.5	2.5	12	i	-5	0.26	1327	4%	14%	i	29	-7	-1.9	1093	-0.59	-0.32	-0.45	0.82
Cn1ncc(C#N)c1NC(=O)c1nn2cccnc2c1Cl	3.7	2.6	4.8	i	-13	-0.36	1280	0%	-6%	i	22	5	-2.2	1202	-0.61	-0.17	0.028	0.26
O=C(NCC1CCCO1)c1cccnc1NCc1ccc(F)cc1 (stereo unspecified)	1.5	1.2	7.2	i	30	0.04	1446	9%	9%	i	4	1	-1.6	1029	0.81	-0.19	1.1	-0.54
O=C(C1=C(O)C(=O)N(Cc2ccccc2)C1c1ccncc1)c1ccco1 (stereo unspecified)	2.4	1.7	4.7	i	1	.	.	-72%	-38%	i	2	-2	-0.9	1073	-0.48	-0.18	0.27	-0.66
CCC(=O)OC1(C#CCOc2ccc(OC)cc2)CCN(C)CC1	1.6	2.8	14	i	-2	0.7	1303	0%	3%	i	2	4	.	.	-0.79	-0.19	0.23	0.75
CC(=O)N1CCC2(CC1)C/C(=N\NC(=S)Nc1ccccc1F)c1cc(O)ccc1O2	9.1	3.0	8.4	i	6	-0.34	1156	7%	14%	i	-4	15	0.5	1081	-0.52	-0.34	-0.3	0.26
CCSc1nc(O)c(C2OC(=O)c3c2ccc(OC)c3OC)c(=O)n1CC (stereo unspecified)	5.7	2.4	17	i	-19	0.6	1112	11%	3%	i	-6	3	-2.4	1208	-0.94	-0.29	-0.13	0.55
C/C(=N\NC(=O)CSCc1ccc([N+](=O)[O-])cc1)c1cccc(Br)c1	2.6	3.8	9.2	i	-34	-0.25	2202	-1%	12%	i	2	-15	-1.7	975	-0.28	-0.19	0.87	-0.43
COc1ccc(CN(C(=O)c2cc(=O)c3cc(C)cc(C)c3o2)C2CCS(=O)(=O)C2)cc1 (stereo unspecified)	.	.	.	.	.	-0.45	1460	.	.	i	.	.	-4.4	1147	0.85	0.064	0.35	0.41
O=C(CN1CCN(C(=O)c2c(F)cccc2F)CC1)Nc1ccccc1F	4.4	1.6	3.5	i	21	-0.58	1243	5%	9%	i	0	5	.	.	-0.33	-0.23	0.23	0.45
COCCCNC(=O)c1c[nH]c2ccc(S(=O)(=O)N3CCC4(CC3)OCCO4)cc2c1=O	1.8	3.0	1.4	i	23	0.36	1207	10%	4%	i	3	-6	-1.4	1172	0.078	-0.31	0.19	0.29
CCC(=O)Nc1ccc(S(=O)(=O)Nc2cc(C)on2)cc1	1.8	1.2	5.8	i	13	.	.	3%	5%	i	0	-6	-0.6	1090	0.11	-0.15	0.29	0.89
COc1ccc(/C(O)=C2/C(=O)C(=O)N(c3ncccn3)C2c2ccc(C(C)(C)C)cc2)cc1 (stereo unspecified)	3.1	2.8	9.6	i	5	0.59	1149	27%	18%	i	-7	16	0.2	1140	0.082	-0.35	0.079	0.67
Cc1ccc(C2=NC3(CCCCCC3)NC2=S)cc1	3.0	2.2	11	i	-2	0.44	1303	-1%	4%	i	6	-13	-0.3	902	0.83	-0.19	0.074	-0.76
CCOC(=O)C1(CC2CC2)CCN(Cc2cnc(-c3ccc(OC)cc3)nc2)CC1	1.8	1.0	2.3	i	-27	-1.6	1411	9%	13%	i	27	24	-2.2	1161	2.5	0.11	1.5	-1.6
CCN(CC)c1ccc(CNc2nc3ccccc3n2CCN2CCOCC2)cc1	1.4	1.5	8.6	i	23	-0.07	1374	12%	6%	i	17	22	0.7	1032	0.014	-0.26	0.21	0.048
Cc1cc(NC(=O)c2ccccc2)ncc1NC(=O)c1ccco1	5.0	3.7	0.5	i	4	-0.07	1128	2%	12%	i	-2	-9	0.0	1015	-0.058	0.35	0.044	-0.53
CCN1CCN(C(=O)c2cnn3c(C(F)F)cc(-c4ccc(C)cc4)nc23)CC1	3.0	1.6	6.4	i	2	-1.6	1064	4%	12%	i	-2	-7	-5.0	1108	0.51	-0.28	0.26	0.54
Clc1nc2sccn2c1/C=N/n1cnc2ccccc21	4.1	1.5	13	i	15	0.24	1039	-7%	0%	i	11	12	1.7	1081	1.6	-0.14	0.97	-0.51
O=C1CC(c2ccccc2)CC(O)=C1C=Nc1ccccc1O (stereo unspecified)	1.0	2.1	0.0	i	14	-0.55	983	.	.	i	-8	-14	0.2	1540	-0.59	0.028	-0.42	-0.58
COc1cc(C(=S)NCc2ccccc2)cc(Br)c1O	1.5	1.7	4.2	i	-7	-0.06	1406	42%	69%*	i	35	5	-0.9	969	-0.6	-0.3	-0.33	1
CCOc1ccccc1NC(=O)c1cc(C(=O)Nc2ccccc2OCC)cc(N2C(=O)CCC2=O)c1	1.9	1.1	4.7	i	0	0.02	1439	6%	1%	i	8	-19	0.4	1404	-0.42	-0.35	-0.73	0.94
CC1(C)CC2CC(C)(CN2C(=O)C23CCC(C)(C(=O)C2)C3(C)C)C1 (stereo unspecified)	2.2	2.9	3.2	i	9	0.51	1372	7%	8%	i	3	-1	-1.6	891	0.044	-0.23	0.13	-0.55
O=C(COC(=O)c1cccnc1Cl)Nc1nc(-c2ccccc2)cs1	4.6	3.1	6.0	i	21	0.56	1380	11%	16%	i	14	3	0.6	1081	-0.67	-0.3	-0.51	0.71
COc1ccccc1NS(=O)(=O)c1cc(NC(=O)c2cc(=O)[nH]c3ccccc23)ccc1N1CCOCC1	.	.	.	.	.	-0.68	1065	.	.	i	.	.	0.1	1277	0.3	-0.82	-0.038	-0.27

One compound at a time, from the list above. Order of values: MT stabilize HCS, MT stabilize HCS Hoechst-high %, MT stabilize HCS cytotoxicity %, Autophagy HCS, Autophagy HCS cell loss 18 h, Ins promoter up, Ins promoter up cell count, PMI inhibition, human PMI inhibition, Yfh1-depleted yeast, WT yeast gro inh, WT yeast gro inh mutant strain, b-catenin transl, b-catenin transl cell count 5 µM, Dynein cargo inh, Dynein cargo inh cytoplasmic EGFP, Dynein cargo inh nuclear GR-EGFP, Dynein cargo inh cell count
CCN1CCN(C(=O)c2cnn3c(C(F)F)cc(-c4ccc(C)cc4)nc23)CC1 is entered as 3.0, 1.6, 6.4, i, 2, -1.6, 1064, 4%, 12%, i, -2, -7, -5.0, 1108, 0.51, -0.28, 0.26, 0.54
Cc1cc(NC(=O)c2ccccc2)ncc1NC(=O)c1ccco1 is entered as 5.0, 3.7, 0.5, i, 4, -0.07, 1128, 2%, 12%, i, -2, -9, 0.0, 1015, -0.058, 0.35, 0.044, -0.53
COCCCNC(=O)c1c[nH]c2ccc(S(=O)(=O)N3CCC4(CC3)OCCO4)cc2c1=O is entered as 1.8, 3.0, 1.4, i, 23, 0.36, 1207, 10%, 4%, i, 3, -6, -1.4, 1172, 0.078, -0.31, 0.19, 0.29
O=C1CC(c2ccccc2)CC(O)=C1C=Nc1ccccc1O (stereo unspecified) is entered as 1.0, 2.1, 0.0, i, 14, -0.55, 983, ., ., i, -8, -14, 0.2, 1540, -0.59, 0.028, -0.42, -0.58

Source: PubChem BioAssay (several laboratories)
